Screening results (PubChem BioAssay)
TAAR1 ag – human TAAR1 agonists, primary screen, Fluo-8 calcium fluorescence, CHO RD-HGA16 cells. activation, % at 3 µM. 0.99% of 360,000 active. vehicle wells 0%, saturating PEA agonist 100%. Trace amine-associated receptor 1 (Homo sapiens), Q96RJ0;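 active = activation above the mean activation of all test compounds in the run plus 3 SD, cut at about 38% in these data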
Target sequence (Q96RJ0 whole entry, looked up): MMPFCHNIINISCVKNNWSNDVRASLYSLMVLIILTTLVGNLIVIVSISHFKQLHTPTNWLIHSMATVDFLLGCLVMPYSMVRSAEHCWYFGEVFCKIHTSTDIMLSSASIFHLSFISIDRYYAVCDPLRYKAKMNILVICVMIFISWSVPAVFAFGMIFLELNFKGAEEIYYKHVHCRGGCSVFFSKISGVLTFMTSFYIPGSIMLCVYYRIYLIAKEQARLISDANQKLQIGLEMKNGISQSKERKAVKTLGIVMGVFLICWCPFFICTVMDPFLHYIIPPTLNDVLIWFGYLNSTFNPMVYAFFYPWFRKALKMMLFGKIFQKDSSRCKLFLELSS
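test system = CHO RD-HGA16 cells carrying human TAAR1 plus Gα16 | schedule = 17-24 h seeding, 75 min 37 °C dye, 30 min RT | compound dosing = 3 µM single concentration | control set = DMSO and PEA EC100 | replicates = n 1 | signal = Fluo-8 fluorescence, 5 s baseline then 140 s kinetic read | measure = percent activation vs PEA EC100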
M1 antag – human M1 muscarinic receptor antagonists, primary screen, CHO-K1 cells, Fluo-8 calcium fluorescence, 1536-well | Muscarinic acetylcholine receptor M1 (Homo sapiens), P11229 | CHO-K1 hM1, ACh EC80 antagonist | inhibition, % at 3 µM | 1.3% of 360,000 active | AID 588852, 2011;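 active = percent inhibition above its own plate's cutoff, namely the mean of that plate's compound wells plus 3 SD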;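 note: peak over basal fluorescence ratio during 140 s after agonist addition; 0% = ACh EC80 plus DMSO and 100% = DMSO alone without agonist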
Target sequence (P11229 whole entry, looked up): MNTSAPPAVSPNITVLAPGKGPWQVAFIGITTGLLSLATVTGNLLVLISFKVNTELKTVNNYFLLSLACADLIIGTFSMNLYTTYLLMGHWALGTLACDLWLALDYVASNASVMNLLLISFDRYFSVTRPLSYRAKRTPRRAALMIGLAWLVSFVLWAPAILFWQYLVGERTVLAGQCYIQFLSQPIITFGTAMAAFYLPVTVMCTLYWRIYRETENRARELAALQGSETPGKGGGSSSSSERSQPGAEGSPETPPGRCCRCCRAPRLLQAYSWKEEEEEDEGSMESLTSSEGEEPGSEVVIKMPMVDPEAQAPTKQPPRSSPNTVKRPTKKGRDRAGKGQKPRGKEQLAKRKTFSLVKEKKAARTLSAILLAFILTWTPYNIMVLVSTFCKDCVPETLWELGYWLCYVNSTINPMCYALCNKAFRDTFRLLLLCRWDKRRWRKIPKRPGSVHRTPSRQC
V1aR counter – agonists of human V1a receptor, primary screen, counter-screen for OXTR agonist project, fluorescence, CHO-V1R cells | 0.25% of 320,000 active | Fluo-8 calcium fluorescence, agonist mode; 0% DMSO, 100% 3 nM vasopressin | AID 2797, 2010 | activation, % at 3 µM;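 active = activation above the mean activation of all tested compounds plus 3 SD, per screening run, cut at about 20% in these data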;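 note: signal is peak over basal fluorescence ratio across a 100 second FLIPR read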
CHO parental Ca – ATP-evoked calcium signal inhibitors, parental CHO, primary screen, counter-screen for OX1R antagonist project, cell-based, fluorescence, Fluo-8 calcium dye; parental CHO-K1, ATP-induced calcium, Fluo-8 fluorescence; inhibition, % at 5.6 µM; 0.63% of 330,000 active; AID 463079, 2010;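 active = inhibition above that plate's mean sample inhibition plus 3 SD, cut at about 26% in these data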;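 note: 0% = ATP-challenged DMSO wells and 100% = DMSO wells without ATP; some compounds past the cut are filed as inactive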
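Material: Parental CHO cells | Reagent: ATP | Compound dosing: Single nominal dose of 5.6 µM per compound | Detection: Intracellular calcium via Fluo-8 no-wash fluorescent dye | Read-out: % inhibition of ATP-induced calcium mobilization | Benchmarks: Low control ATP plus DMSO, high control DMSO only | Replicates: Singlicate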
OXTR ag – human OXTR agonists, primary screen, fluorescence, CHO-OTR cells, Fluo-8 calcium; 0.32% of 320,000 active; Oxytocin receptor (Homo sapiens), P30559; Fluo-8 calcium fluorescence; normalized: DMSO 0%, oxytocin 100%; activation, % at 3 µM;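 active = activation above the mean of all tested compounds plus 3 SD, cutoff set per screening run, cut at about 20% in these data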;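 note: peak over basal fluorescence ratio from a 100 s FLIPR kinetic read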
TAAR1 antagonist – human TAAR1 antagonists, primary screen, Fluo-8 calcium fluorescence, CHO RD-HGA16 cells. Trace amine-associated receptor 1 (Homo sapiens), Q96RJ0. antagonist. inhibition, % at 3 µM. 1.5% of 360,000 active;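 active = inhibition above a per-plate cutoff, the mean inhibition of test compounds on that plate plus 3 SD, cut at about 49% in these data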;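 note: 0% = DMSO plus EC80 beta-PEA response and 100% = DMSO alone without agonist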
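Test system: CHO RD-HGA16 cells bearing hTAAR1 | Reagent: β-PEA, EC80 | Compound dosing: 3 µM, single point | Schedule: Dye loading 75 min at 37 °C, then 30 min room temperature | Signal: Calcium fluorescence with Fluo-8 | Evaluation: Percent inhibition of PEA-evoked calcium signal, max/basal emission ratio | Control set: DMSO-only wells and EC80 β-PEA-stimulated wells | Repeats: Singlicate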
OXTR potentiate – human OXTR potentiators, primary screen, fluorescence, CHO-OTR cells, Fluo-8 calcium; Oxytocin receptor (Homo sapiens), P30559; AID 2445, 2010; 0.061% of 320,000 active; Fluo-8 calcium fluorescence, potentiator mode; 0% = oxytocin EC15, 100% = EC100; activation, % at 3 µM;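 active = activation above that plate's cutoff, the mean activation of tested compounds plus 3 SD, cut at about 6.6% in these data, passing the limit was not always enough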;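 note: 100% uses oxytocin at 75 nM as the full agonist control; some results filed as inactive read as strong as hits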
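test system = CHO-OTR cells, human receptor | compound = single-point 3.0 µM | schedule = 6 min compound pre-incubation at room temperature, 100 s kinetic read | signal = Fluo-8 no-wash calcium dye fluorescence, excitation 470-495 nm, emission 515-575 nm | repeats = single well per compound, singlicate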
CHRM1 agonist – human M1 muscarinic receptor agonists, primary screen, Fluo-8 calcium fluorescence, CHO-K1 cells, HTS | 0.33% of 360,000 active | CHO-K1 hM1, agonist mode; 0% DMSO, 100% acetylcholine EC100 | activation, % at 3 µM | Muscarinic acetylcholine receptor M1 (Homo sapiens), P11229;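 active = activation above the run's mean compound activation plus 3 SD, cut at about 16% in these data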;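 note: peak over basal fluorescence ratio within a 140 s kinetic read after compound addition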
M1 PAM – human M1 muscarinic receptor positive allosteric modulators, primary screen, CHO-K1 cells, Fluo-8 calcium fluorescence, 1536-well. Muscarinic acetylcholine receptor M1 (Homo sapiens), P11229. CHO-K1 hM1, ACh EC20; 0% = ACh EC20, 100% = maximal ACh. activation, % at 3 µM. 0.088% of 360,000 active. AID 588819, 2011; in the data active = activation above about 19%, passing the limit was not always enough
Active calls of the source: *; nt = no result given.

SMILES	TAAR1 ag	M1 antag	V1aR counter	CHO parental Ca	OXTR ag	TAAR1 antagonist	OXTR potentiate	CHRM1 agonist	M1 PAM
Cc1ccc(/C=C/S(=O)(=O)NCC(=O)OCC(=O)Nc2ccc(C(N)=O)cc2)cc1	1.3	-5.6	1.7	-5.7	0.9	-10.9	2.6	-2.4	9.4
Cc1ccc(CSc2nnc(-c3cccc(S(=O)(=O)N4CCOCC4)c3)n2CC(C)C)cc1	6.5	-3.2	2.3	-10.5	-0.2	-0.1	-5.5	-9.2	3.6
COc1cccc(CN2CCNC(=O)C2CC(=O)NCC2CCOCC2)c1 (stereo not drawn)	9.6	-6.5	-0.1	1.4	0.4	-29.8	-11.7	-0.6	2.4
COc1ccc(CCNc2ccc(C(CC(N)=O)NC(=O)Cc3cccc4ccccc34)cc2[N+](=O)[O-])cc1 (stereo not drawn)	1.6	-3.6	-0.3	-19.7	-0.8	13.2	-8.3	-5.7	4.1
CCc1ccc(NC(=O)c2ccnc(C(C)(C)C)c2)cc1	-0.7	8.3	-0.6	-9.2	-1.5	17.5	0.7	-6.2	2.1
O=C(CCc1ccc(S(=O)(=O)N2CCOCC2)cc1)Nc1nccs1	4.8	1.8	1.1	-6.5	1.0	5.8	0.2	-3.2	4.9
O=C1NC(c2ccccc2)=C(c2ccccc2)C1=O	0.3	-9.2	0.0	-8.4	0.3	8.0	-3.5	-4.8	11.5
CN(C)c1oc(COc2ccccc2F)nc1C#N	2.1	-5.3	-0.2	-11.9	-0.8	-6.8	-4.8	-5.7	2.4
COc1ccccc1S(=O)(=O)Nc1ccc2nc(C)sc2c1	7.1	-2.4	4.3	-5.0	3.3	11.7	-8.1	-2.0	1.5
CC1=CC2=NC(=O)/C(=C\c3cccn3CCOc3ccccc3C)C(=N)N2O1	6.3	-6.0	1.1	-20.5	1.0	27.5	-11.3	-4.5	5.2
CN(C)CCCN(C(=O)c1ccc(S(=O)(=O)N2CCCC2)cc1)c1nc2c(F)cc(F)cc2s1	5.6	-21.3	-0.2	-1.6	1.1	-15.8	-9.2	-6.4	13.0
S=C(Nc1cccc(Cl)c1)N1CCN(c2ccccn2)CC1	4.7	2.5	2.8	-3.2	2.9	-5.7	-17.1	-3.2	-5.0
O=C(c1ccco1)N1CCN(C(=O)C2CC(c3ccccc3F)=NO2)CC1 (stereo not drawn)	1.7	5.0	-0.1	-6.9	-0.4	-33.8	2.4	-4.5	-5.7
CCOC(=O)Cn1nc(C)n(-c2c(C)cccc2C)c1=O	-0.2	-14.1	-0.6	-0.5	0.2	-12.4	-20.7	-4.4	8.0
COc1cc(Cc2nccc3cc(OC)c(OC)cc23)c(S(=O)(=O)O)cc1OC	5.2	-11.8	7.8	1.0	-0.1	-12.5	-5.7	-0.7	10.8
Cc1ccccc1C(=O)Nc1cc(S(=O)(=O)N2CCOCC2)ccc1N1CCN(C)CC1	1.8	1.4	10.7	-4.7	-0.6	-0.8	-3.8	-3.5	3.9
O=C(c1cccc(N2C(=O)C3C4C=CC(C4)C3C2=O)c1)N1CCN(c2ccccc2F)CC1 (stereo not drawn)	32.0	-4.2	1.0	-3.3	0.4	-33.1	-2.2	1.0	3.6
CC1CC(C)CN(CCCNC(=O)C2CCCN(c3ncnc4c3nc3n4CCCCC3)C2)C1 (stereo not drawn)	2.5	29.2*	0.2	-27.3	0.1	-17.4	-13.6	-12.2	-19.3
CCOC(=O)C1(C)CCCN(C(=O)c2ccc3c(c2)OCO3)C1 (stereo not drawn)	1.6	-15.0	nt	nt	nt	-21.9	nt	-7.6	5.5
CCCCCSc1nc2c(cnn2-c2ccc(F)cc2)c(=O)[nH]1	8.2	3.9	0.7	5.1	-0.3	-20.2	-7.7	-3.4	2.0
O=c1cc(CO)oc(CN2CCCC2)c1O	0.7	-1.4	-0.1	-9.3	-0.2	-0.4	-1.6	-2.8	2.9
CC(C)(C)NC(=O)CCN(/N=C/c1ccc([N+](=O)[O-])o1)C1=NS(=O)(=O)c2ccccc21	11.1	1.2	0.1	-4.8	0.3	9.3	-2.6	-4.4	0.5
C/C=C/c1ccc(OCC(=O)Nc2cc(OC)c(OC)c(OC)c2)c(OC)c1	0.7	0.3	5.4	-5.1	6.2	14.7	-7.7	1.1	-1.0
O=C(COC(=O)c1ccc(S(=O)(=O)N2CCOCC2)cc1)Nc1ccccc1F	4.0	-11.9	0.9	-9.5	2.6	-11.0	-5.3	-1.4	11.8
O=C(Nc1cccc(S(=O)(=O)NC2=NCCCCC2)c1)c1cc(-c2ccccc2Cl)nc2ccccc12	11.2	18.1	1.8	-20.5	1.1	39.9	-11.9	-6.5	-9.7
COc1ccc(C(O)c2nc(-c3cccc(C(=O)O)c3)cs2)cc1 (stereo not drawn)	2.8	0.1	nt	nt	nt	-5.1	nt	-1.5	-1.8
CC(C)Nc1nc(NC(C)C)nc(C(N)=O)n1	5.8	5.2	0.3	5.3	0.1	-5.9	1.9	-4.1	1.7
O=C(CNC(=O)c1ccccc1F)NCc1ccccn1	7.4	-12.0	0.3	-2.8	1.0	10.2	0.6	-2.8	13.0
Cc1ccc(NC(=O)CCNS(=O)(=O)c2ccc3[nH]c(=O)oc3c2)cc1N(C)C	0.1	-0.9	-0.2	-11.1	-0.6	-13.8	-2.6	0.4	2.4
Cc1ccc(NC(=O)CSc2nccn2Cc2ccco2)cc1	0.2	-1.9	1.8	-7.4	-1.3	-22.8	-1.9	-0.4	9.1
Cc1cccc(NC(=O)c2ccc3ccccc3n2)c1C	12.3	-19.9	0.1	-23.4	-1.4	-2.6	-12.0	1.4	7.6
CS(=O)(=O)c1cccc(C(=O)Nc2ccc(S(=O)(=O)N3CCCCC3)cc2)c1	2.3	1.2	nt	nt	nt	-5.9	nt	-7.0	-2.8
Cc1cc(C)c(S(=O)(=O)N2CCCOC2CNC(=O)C(=O)NCc2cccnc2)c(C)c1 (stereo not drawn)	11.9	-2.4	0.4	-6.9	0.1	6.8	2.5	-6.3	-0.4
Cc1ccc(C)c(NC(=O)CN(C)C(=O)c2cccc(-n3cccc3)c2)c1	0.6	3.0	-1.0	0.9	-1.7	-14.3	-10.7	-0.9	3.0
O=C(O)C1C2C=CC(O2)C1C(=O)NCCC1=CCCCC1 (stereo not drawn)	nt	-6.1	0.3	-4.5	1.9	nt	-10.0	-2.2	4.8
N#Cc1c(C(F)(F)F)cc(-c2ccccc2)nc1SCC(=O)N1CCOCC1	4.1	-6.5	0.1	-14.9	-1.7	14.2	3.9	-2.7	2.5
Cc1ccccc1CS(=O)(=O)c1snnc1C	4.9	-15.8	-1.0	7.8	-0.6	-2.0	-2.0	-4.8	8.9
COc1cc(NC(=O)c2ccc3c(=O)n(Cc4ccco4)c(=S)[nH]c3c2)cc(OC)c1OC	9.6	-7.5	0.5	-6.8	-0.6	30.0	-12.3	-3.5	3.7
COc1ccc(-c2ccc3c(c2)c(C#Cc2ccsc2)c(-c2cc(OC)cc(OC)c2)n3C)cc1	0.3	-23.3	-0.4	4.3	1.8	12.7	-1.5	0.3	19.1
COc1ccc(Cl)cc1C(=O)NNC(=O)c1cc2ccccc2o1	-0.7	-7.2	-0.3	-10.7	-1.6	-10.4	-2.4	-5.6	7.7

The closing 2 compounds of the section before open the next one:
SMILES	TAAR1 ag	M1 antag	V1aR counter	CHO parental Ca	OXTR ag	TAAR1 antagonist	OXTR potentiate	CHRM1 agonist	M1 PAM
COc1ccc(-c2ccc3c(c2)c(C#Cc2ccsc2)c(-c2cc(OC)cc(OC)c2)n3C)cc1	0.3	-23.3	-0.4	4.3	1.8	12.7	-1.5	0.3	19.1
COc1ccc(Cl)cc1C(=O)NNC(=O)c1cc2ccccc2o1	-0.7	-7.2	-0.3	-10.7	-1.6	-10.4	-2.4	-5.6	7.7
Cc1cc(Cl)nc(Cl)c1C(=O)NCc1ccc(Cl)cc1	-0.8	-11.7	-0.9	-5.7	-1.3	-5.1	-10.8	-3.1	4.0
CCOc1cnc(-c2ccc(OC)cc2)o1	1.7	-0.7	-1.1	-6.5	-1.7	3.8	-4.2	-3.8	-2.1
Cc1nn(CCC(=O)Nc2cccc(C#N)c2)c(C)c1S(=O)(=O)N1CCCCC1	2.4	-10.1	4.5	-23.9	2.5	1.6	-6.9	0.3	8.8
Cc1ccc(-n2c(SCC(=O)N3CCCC3)nc3c(c2=O)SCC3)cc1	nt	nt	0.5	-1.2	-1.3	nt	-6.6	nt	nt
CCOc1cccc(CN2CCC(Oc3ccc(C(=O)NCc4ccccn4)cc3)CC2)c1	-0.4	77.1*	0.9	-22.3	0.7	2.9	-7.2	-5.0	-23.1
Cc1cc(C)c(C#N)c(OCC(=O)c2ccccc2)n1	8.1	-18.2	-1.1	-12.3	-2.6	-6.8	-12.8	-5.1	8.2
Cc1ccc(-n2nc3ccc(NC(=O)/C=C/c4ccco4)cc3n2)cc1C	1.5	12.7	-0.1	-12.5	0.0	13.2	-10.3	0.4	-11.4
Cc1cc(NC(=O)c2cncc(Br)c2)no1	13.2	7.3	0.6	2.4	0.2	-3.7	2.7	-2.5	-3.3
O=C(Nc1ccc2c(c1)OCCO2)c1cccc(Cl)c1Cl	4.7	-9.1	0.3	-8.0	0.5	-14.2	-3.2	-7.4	6.3
CCOc1ccc(CNC(=O)CCSCc2ccccc2F)cc1OC	1.8	6.2	0.2	-18.9	-2.1	-21.5	-5.9	-1.2	5.3
CN1C(=O)c2cccc(NCCCN3C(=O)c4ccccc4C3=O)c2C1=O	6.0	-10.2	0.4	-19.8	0.1	-1.1	2.1	-5.9	8.3
Cc1noc(NS(=O)(=O)c2ccc(NC(=O)c3cc(S(=O)(=O)Nc4ccc(F)cc4)ccc3Cl)cc2)c1C	1.8	-8.5	nt	nt	nt	-26.0	nt	-3.2	13.7
